# HCMV inh – qHTS Assay for inhibitors of the human cytomegalovirus (HCMV) | HFF cells, HCMV-luciferase reporter, 72 h; hits give low values | activity change, negative = inhibition, % at 57.5 µM | 410,000 tested, 4.5% active; in the data active = activity change below about -60%; inconclusive = no clear call, values can overlap the other calls; inactive = above about -39%
#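 HFF cells seeded 16 h at 37C, treated with compounds, infected with luciferase-reporter HCMV at MOI 1 PFU/cell; luciferase read at 72 h post infection, normalized to buffer-only and Salinomycin controls.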
# FBPA Giardia inh – qHTS Assay for Inhibitors of Fructose-1,6-bisphosphate Aldolase from Giardia Lamblia. 290,000 tested, 0.71% active. A8B2U2. purified Giardia FBPA. AID 2451, 2010. Potency, µM (doses to about 59.6 µM), for the others: at the highest dose activity, negative = inhibition, actives largely listed as inhibitors; also: potency is read from the fitted curve at half-maximal effect; nearly all actives have a fitted effect of over 55% in size
# Target sequence (A8B2U2 whole entry, looked up): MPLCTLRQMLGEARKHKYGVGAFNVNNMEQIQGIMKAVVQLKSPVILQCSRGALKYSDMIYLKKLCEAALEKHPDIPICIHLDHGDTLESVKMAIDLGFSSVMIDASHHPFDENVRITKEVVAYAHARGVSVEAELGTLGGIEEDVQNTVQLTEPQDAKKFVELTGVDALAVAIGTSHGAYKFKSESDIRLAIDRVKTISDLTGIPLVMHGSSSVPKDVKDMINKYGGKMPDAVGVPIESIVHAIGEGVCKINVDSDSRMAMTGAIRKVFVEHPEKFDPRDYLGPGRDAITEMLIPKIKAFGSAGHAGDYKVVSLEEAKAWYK
#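 40 nM FBPA preincubated 10 min at RT with compound (up to 57.5 uM final), then substrate plus GAPDH/TPI/NAD/arsenate coupling and diaphorase/resazurin added. Fluorescence read after 20 min at RT, 525/598 nm.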
# AmpC inh detg – qHTS Inhibitors of AmpC Beta-Lactamase (assay with detergent) | AID 485294, 2010 | P00811 | Potency, µM (top dose mostly 114 µM), without a hit: top-dose activity change, negative = inhibition, hits mostly inhibitors | 370,000 tested, 0.041% active | AmpC hydrolysis of nitrocefin, absorbance 480 nm, 0.01% Triton;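 also: potency is read from the fitted curve at half-maximal effect; 0% = no-compound wells and -100% = no-enzyme wells; nearly all actives have a fitted effect of over 25% in size; some results filed as inactive show a strong effect at the top dose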
# Target sequence (P00811 whole entry, looked up): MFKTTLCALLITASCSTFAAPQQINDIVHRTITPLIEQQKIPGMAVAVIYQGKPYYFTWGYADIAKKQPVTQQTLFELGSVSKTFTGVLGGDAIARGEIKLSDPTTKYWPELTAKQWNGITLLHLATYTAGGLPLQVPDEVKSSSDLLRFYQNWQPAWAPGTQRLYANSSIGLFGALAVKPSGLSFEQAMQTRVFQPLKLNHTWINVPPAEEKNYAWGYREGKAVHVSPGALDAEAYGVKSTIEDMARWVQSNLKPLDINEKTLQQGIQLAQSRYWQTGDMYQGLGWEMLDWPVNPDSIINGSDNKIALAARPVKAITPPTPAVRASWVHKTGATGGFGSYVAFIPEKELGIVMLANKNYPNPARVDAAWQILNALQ
#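 20 mM phosphate pH 7.0 + 0.01% (detergent screen) or 0.0001% Triton X-100; 5.3 nM AmpC reagent; cpd preinc 15 min RT; nitrocefin (800 uM stock) to start; A480 q20 s × 4 min; Activity was normalised to no-enzyme and no-compound control wells.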
# HCV inhibitor – qHTS Assay for Inhibitors of Hepatitis C Virus (HCV); Huh7.5.1 HCVcc-Cre infection, luciferase reporter, 44 h; 340,000 tested, 3.4% active; Potency, µM (highest dose often 41.8 µM), without a hit: top-dose activity change, negative = inhibition, usual class: inhibitors; also: potency is read from the fitted curve at half-maximal effect
#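 After 44 h co-culture of compound, cells and HCVcc-Cre (~0.5 moi), substrate is added for 15 min at room temperature and luciferase measured over 15 sec. Cells were seeded at 1,000/well and pre-cultured 4 h.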
# AmpC inh no detg – qHTS Inhibitors of AmpC Beta-Lactamase (assay without detergent); Potency, µM (doses to about 57.1 µM), inactives show top-dose activity change, negative = inhibition, usual class: inhibitors; AID 485341, 2010; AmpC nitrocefin hydrolysis, absorbance 480 nm, 0.0001% Triton; P00811; 330,000 tested, 0.52% active;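 also: potency is read from the fitted curve at half-maximal effect; plate controls were no compound for no effect and no enzyme for full effect; nearly all actives have a fitted effect of over 20% in size; some results filed as inactive show a strong effect at the top dose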
#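 AmpC (5.3 nM in the dispensed reagent) in 20 mM phosphate pH 7.0 with 0.01% (detergent screen) or 0.0001% Triton X-100 was preincubated with compounds for 15 min at room temperature. Nitrocefin was then added from an 800 uM solution, and hydrolysis was followed at 480 nm.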
# Sm TGR block – qHTS Assay for the Inhibitors of Schistosoma Mansoni Peroxiredoxins; Schistosoma mansoni thioredoxin glutathione reductase (TGR), Q962Y6; 360,000 tested, 3% active; purified TGR, DTNB reduction, TNB absorbance 405 nm; Potency, µM (series often up to 114 µM), for inactives: at the top dose activity change, negative = inhibition, hits mostly inhibitors; also: potency is read from the fitted curve at half-maximal effect; nearly all actives have a fitted effect of over 60% in size
#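 Kinetic colorimetric format: TGR-catalysed, NADPH-driven DTNB reduction monitored via TNB absorbance. Enzyme dispensed at 20 nM; compound exposure 15 min at room temperature before reaction start.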
# Starred values were filed as active, the others as inactive; ? = inconclusive; nt = no result given; [ ] = dose if it differs, or a comment. Unless noted, calls follow the shape of the dose curve; as a rule, active = well fitted curve in the direction sought with a large enough effect; inconclusive = small, poorly fitted or top-dose-only effect, or another doubt; inactive = no such curve, though single readings can be large; an effect the other way counts as inactive or inconclusive. Unless noted, % is scaled to controls: 0 for no effect and ±100 for the full control effect.
SMILES,HCMV inh,FBPA Giardia inh,AmpC inh detg,HCV inhibitor,AmpC inh no detg,Sm TGR block
CCO[C@@H]1OC(C(=O)NC2CC2)=C[C@H](c2ccccc2)[C@H]1CCCO,11,-11%,-1%,12%,7%,-3%
COC(=O)NC1(C(F)(F)F)C(=O)Nc2c1c(=O)n(C)c(=O)n2C (centres undefined),9,-3%,-11%,10%,1%,1%
O=C(NNC(=O)C1C2CCCCC21)c1coc(=O)c(Br)c1 (centres undefined),16,-30%,-2%,3%,-54%,?
COc1ccc(S(=O)(=O)N2Cc3ccccc3CC2C(=O)Nc2nccs2)cc1OC (centres undefined),129,3%,?,2%,-44%,-18%
O=C(NCCOc1ccc(Cl)cc1)C1CCCCC1,-39,0%,-18%,-2%,-9%,-4%
CCOC(=O)c1csc(NC(=O)C2=COCCO2)n1,69,nt,2%,3%,0%,-4%
Cc1ccc2[nH]c(=O)c3cc(C(=O)NCc4cccc(Cl)c4)sc3c2c1,-17,nt,-10%,nt,nt,-10%
Cn1c(C(=O)NCc2ccc(Cl)cc2)cc2c(=O)n(C)c3ccccc3c21,5,nt,2%,nt,nt,-7%
COc1ccc(N(C(=O)c2ccco2)C(C(=O)NC2CCCC2)c2cccs2)c(OC)c1 (centres undefined),-11,5%,6%,-11%,25%,8%
COc1ccc(Cc2nnc(C(=O)NCCCN3CCN(c4ccccc4F)CC3)o2)cc1OC,-27,nt,5%,nt,nt,1%
Cc1nn(-c2ccc(Cl)cc2)c(Cl)c1/C=C(\C#N)C(N)=O,-8,5%,7%,5%,-8%,-12%
CC12CCC(=O)N1C(C(=O)N1CCN(S(=O)(=O)c3cccc(C(F)(F)F)c3)CC1)CS2 (centres undefined),-17,nt,1%,4%,?,-2%
COc1ccc(C)cc1NC(=O)C(=O)NCCc1csc(-c2ccc(C)cc2)n1,80,nt,-3%,nt,nt,9%
COc1cc(/C=C/C(=O)Nc2ccc3nc4n(c(=O)c3c2)CCCC4)cc(OC)c1OC,10,3%,-1%,?,170%[activator],0%
Cn1c(=O)c2ncn(CC(=O)O)c2n(C)c1=O,-15,2%,5%,2%,-26%,6%
Cn1c(=O)c(C(=O)CSc2nnc(Nc3ccccc3)s2)c(N)n(Cc2ccccc2)c1=O,-2,-10%,-12%,?,-22%,-8%
OC(c1ccccc1)(C1CCCCC1)C(CN1CCOCC1)c1ccccc1 (centres undefined),-39,-12%,0%,?,167%[activator],0%
COc1cc2c(cc1OC)C(c1ccccc1C(F)(F)F)CC(=O)N2 (centres undefined),-8,0%,8%,5%,69%[activator],-3%
O=C(NCc1ccccc1)N(Cc1cc2cc3c(cc2[nH]c1=O)OCO3)CC1CCCO1 (centres undefined),19,3%,-9%,4%,1%,-26%
CCC(C)Sc1ccc([C@H]2N[C@@](CC(C)C)(C(=O)OC)[C@H]3C(=O)N(C)C(=O)[C@@H]23)cc1 (some centres undefined),-12,nt,?,-5%,242%[activator],-15%
O=C(c1ccc(Cl)c(Cl)c1)N1CCCC1,64,7%,2%,7%,-12%,9%
CC1CCCC(NCC(O)COC(c2ccc(F)cc2)c2ccc(F)cc2)C1C (centres undefined),-97*,?,?,?,39%,21%
Cc1ccc(-c2nc(-c3cc4cccc(OCc5cccc(F)c5)c4oc3=O)no2)cc1,1,nt,16%,nt,nt,15%
O=C(O)C1=CC2c3ccccc3C1c1ccccc12,-35,7%,1%,29%,-5%,0%
CCN(CC)S(=O)(=O)c1cc(-c2nnc(-c3ccc(Br)cc3)o2)ccc1Cl,?,1%,-9%,-13%,-16%,-1%
CCOC(=O)c1c(NC(=O)CN2CCN(C(=O)c3ccco3)CC2)sc2c1CCCC2,-9,-4%,?,?,199%[activator],-8%
COCCNC(=O)C(c1ccc(C)o1)N(C(=O)C(=O)NC1CCCCC1)c1ccc(F)cc1 (centres undefined),-22,-17%,-2%,12%,50%,0%
CCOC(=O)c1[nH]nc2c1C(=O)N(Cc1ccccc1)C2=O,39,-8%,-10%,-26%,-19%,15%
C=CCNC(=S)N/N=C(\C)c1ccc(-n2ccnc2)cc1,-36,?,-6%,-20%,-30%,-7%
CCN(CCn1cccn1)C(=O)CC1C(=O)NCCN1Cc1ccc(OC)c(OC)c1 (centres undefined),-2,-14%,-8%,-5%,-5%,-32%[57.1 µM]
Cc1ccc(NC(=O)C2CCN(C(=O)c3ccccc3C)CC2)cc1,-19,-2%,-24%,14%,5%,-1%
CN1c2ccc([N+](=O)[O-])cc2CC2(C(=O)NC(=O)N(c3ccccc3)C2=O)C1c1ccccc1 (centres undefined),-16,-3%,-14%,11%,-16%,1%
Cc1ccc(NC(=O)NC2(C(=O)NCc3ccco3)CCCCC2)cc1,0,5%,10%,?,-27%,8%
Cc1ccc(/C=C/c2onc(C)c2S(=O)(=O)N2CCC(C(=O)N3CCOc4ccc(C)cc43)CC2)cc1,78,nt,-6%,nt,nt,1%
CCN(CC(=O)NCc1ccc(F)cc1)C(=O)/C=C/c1ccc(OC)c(S(=O)(=O)NC(C)C)c1,?,5%,-10%,4%,23%,-2%
O=C(CCSCc1ccccc1Cl)NC1CCCCC1,34,7%,2%,16%,-1%,0%
O=S(=O)(c1ccc(Cl)s1)N1CCN(Cc2ccccc2)CC1,-29,-14%,-1%,5%,-5%,5%
O=C(CCCN1CCOC(c2ccccc2)C1)c1ccc(F)cc1 (centres undefined),-7,?,8%,-2%,48%,2%
C#CCOCCOCCOCCNc1nc(N2CCN(C(=O)[C@H]([C@@H](C)CC)n3cc(CCCCN)nn3)CC2)nc(N2CCN(C(=O)[C@H]([C@@H](C)CC)n3cc(CCCN=C(N)N)nn3)CC2)n1,0,nt,1%,2%,242%[activator],2%
CC(C)(C)OC(=O)N1CCCC1C(=O)N1CCCC1C(=O)N1CCCC1C(=O)O (centres undefined),-14,7%,-10%,13%,-20%,6%
N#Cc1cccc(NC(=O)c2nc(-c3ccccc3)n(-c3ccccc3)n2)c1,-29,-4%,?,?,-42%,7%
CCOC(=O)N1CCc2c(sc3c2c(=O)n(Cc2ccccc2)c(=O)n3Cc2ccccc2Cl)C1,-39,nt,3%,nt,nt,2%
O=C(c1cc(-c2cccc(Cl)c2)on1)N1CCOCC1,23,-6%,-12%,12%,0%,2%
O=C(Nc1scc(-c2ccccc2)c1C(=O)O)c1ccccc1Cl,86,-11%,-2%,1%,-16%,-6%
CCc1cnc2c(c1SCC(=O)N1CCC(C)CC1)c(=O)n(C)c(=O)n2C,-18,nt,-4%,nt,nt,0%
CC(CNS(=O)(=O)c1ccc(Cl)cc1)n1cncn1 (centres undefined),91,8%,0%,-8%,-17%,10%
O=C(Nc1ccccc1C(F)(F)F)C1CCCC1,16,4%,-13%,15%,1%,4%
CCc1ccc(OCCNC(=O)OCc2ccccc2)cc1,32,-3%,?,1%,-13%,4%
O=C1CN(C(=O)COC(=O)c2cccc(OCc3ccccc3)c2)c2ccccc2N1,-26,-2%,0%,12%,-11%,3%
CS(=O)(=O)N1CCN(C(=O)c2ccccc2)C1,37,3%,-15%,3%,-1%,-7%

# Remaining list, next part.
SMILES,HCMV inh,FBPA Giardia inh,AmpC inh detg,HCV inhibitor,AmpC inh no detg,Sm TGR block
COC(=O)c1sc(-c2ccccc2)cc1NC(C)=O,47,5%,-15%,8.9µM*,60%,1%
COc1ccc(N2CCN(C3CCCN(C(=O)CCN4CCCCO4)C3)CC2)cc1 (centres undefined),-11,-19%,-4%,9%,3%,2%
CN1c2ccsc2C(O)=C(C(=S)Nc2ccccc2)S1(=O)=O,-12,?,-2%,8%,-24%,-14%
COc1cc(Cl)c(C)cc1NC(=O)CNC(=O)Cn1ccc2ccccc2c1=O,0,nt,-3%,nt,nt,-3%
CCC(CC)C(=O)Nc1c(C(=O)N2CCN(c3ccccc3F)CC2)oc2ccccc12,-19,nt,-7%,nt,nt,-9%
COc1cc([C@@H]2CC=C(C(=O)O)[C@H](c3ccccc3)N2S(=O)(=O)c2ccc(C)cc2)cc(OC)c1OC,-4,nt,?,16%,-15%,-6%
CSc1ccccc1N=Cc1nc(-c2ccccc2)oc1O,11,-15%,-18%,-4%,-16%,-1%
CCOc1cc(/C=C2\SC(=S)N(N3CCOCC3)C2=O)ccc1O,-8,2%,?,12%,-7%,-28%
CCn1c(SCc2ccccc2Cl)nc2nc3c(cc2c1=O)CCCC3,-33,2%,4%,?,-2%,6%
O=C(c1cc2c(s1)CCCCC2)N1CCN(c2ncccn2)CC1,-14,-5%,?,?,9%,-17%

# Seven entries from above in a different format.
# Order of results – HCMV inh	FBPA Giardia inh	AmpC inh detg	HCV inhibitor	AmpC inh no detg	Sm TGR block
CCn1c(SCc2ccccc2Cl)nc2nc3c(cc2c1=O)CCCC3
 : -33	2%	4%	?	-2%	6%
COc1cc(Cl)c(C)cc1NC(=O)CNC(=O)Cn1ccc2ccccc2c1=O
 : 0	nt	-3%	nt	nt	-3%
CSc1ccccc1N=Cc1nc(-c2ccccc2)oc1O
 : 11	-15%	-18%	-4%	-16%	-1%
COc1cc([C@@H]2CC=C(C(=O)O)[C@H](c3ccccc3)N2S(=O)(=O)c2ccc(C)cc2)cc(OC)c1OC
 : -4	nt	?	16%	-15%	-6%
COC(=O)c1sc(-c2ccccc2)cc1NC(C)=O
 : 47	5%	-15%	8.9µM*	60%	1%
CCOc1cc(/C=C2\SC(=S)N(N3CCOCC3)C2=O)ccc1O
 : -8	2%	?	12%	-7%	-28%
O=C(c1cc2c(s1)CCCCC2)N1CCN(c2ncccn2)CC1
 : -14	-5%	?	?	9%	-17%

# (continued)
SMILES,HCMV inh,FBPA Giardia inh,AmpC inh detg,HCV inhibitor,AmpC inh no detg,Sm TGR block
CCn1c(=O)[nH]c(=O)c2c(N)c(C(=O)c3cc(F)ccc3F)sc21,-20,1%,-13%,-1%,-31%,0%
O=C(NCc1ccccc1)/C(=C/c1ccc(OC(F)F)cc1)c1ccccc1,?,6%,-6%,22µM*,-21%,-6%
COc1cccc(NC(=O)Cn2c(=O)n(CCc3ccc(OC)c(OC)c3)c(=O)c3ccccc32)c1,-1,nt,-10%,nt,nt,4%
CC(=O)c1cccc(N(C(=O)CNC(=O)c2ccco2)C(C(=O)NC2CCCC2)c2ccc(C)o2)c1 (centres undefined),-10,2%,1%,-7%,-1%,3%
COc1ccc2nc(C)cc(Nc3ccc(C(=O)O)cc3)c2c1,nt,-11%,-1%,6%,-10%,-5%
Cc1ccc(-c2cn3cccnc3n2)cc1,-15,-14%,11%,27%,-7%,1%
COc1ccc(C(CNC(=O)Cc2cc(OC)c(OC)c(OC)c2)N2CCCC2)cc1 (centres undefined),42,0%,0%,-2%,-5%,-1%
CCOC(=O)c1[nH]c2ccc(OC)cc2c1NC(=O)CCN1CCCC(C)C1 (centres undefined),-17,0%,-12%,?,-10%,-25%
COC(=O)c1sc2cnccc2c1N,-9,1%,-11%,11%,-3%,3%
CN(c1ccccc1)S(=O)(=O)c1ccc(NC(=O)c2cccs2)cc1,?,-4%,1%,?,-15%[2.29 µM],4%
